D1 ag = human D1 receptor agonism; activation, % at 2 µM; actives 1% (n = 360,000); P21728; AID 504660; HEK293 T-REx D1 cells, calcium flux, agonist mode; in the data active = activation above about 30%; also: 0% is about no effect
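Agonism was scored from calcium flux recorded over 180 s (1 read/s) after pintool compound addition, following a 10-cycle baseline. Cells were inducible force-coupled HEK293 TREx D1, plated overnight at 30 C and loaded with no-wash calcium dye.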
Glioma ERSR ind = ER stress response induction in glioma; U87-MG GRP78 promoter luciferase reporter, 16 h; actives 0.02% (n = 420,000); Potency, µM, inactives show top-dose activation, most hits filed as activators; also: potency is read from the fitted curve at half-maximal effect; series mostly up to about 76 µM; % of control where 0% means no effect; nearly all actives have a fitted effect of over 35% in size
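Stably transfected U87-MG glioma cells carrying a GRP78-based luciferase sensor; 16 h compound incubation. Luminescence end-point read 10 min after Bright-Glo addition at room temperature.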
Vif-APOBEC3F blk = Vif-A3F binding inhibition | HeLa A3F-eYFP + Vif (tagged APOBEC3F with the HIV-1 protein that degrades it), YFP fluorescence increase | Potency, µM (top dose mostly 46.1 µM), for the others: at the highest dose activity, negative = active | actives 0.2% (n = 390,000) | AID 602313; also: potency is read from the fitted curve at half-maximal effect; % of control where 0% means no effect; nearly all actives have a fitted effect of over 65% in size
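HeLa cells stably expressing Vif plus C-terminally eYFP-tagged A3F were seeded, incubated overnight at 37 deg C, dosed with compound, incubated overnight again at 37 deg C. Yellow fluorescence (Ex 488/Em 500-530) reported blocked Vif-mediated A3F-eYFP degradation.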
D2 potentiator = positive allosteric modulators of human D2 dopamine receptor | P14416 | HEK293 T-REx D2, calcium flux, EC20 dopamine potentiation | potentiation, % at 10 µM | actives 0.34% (n = 340,000) | AID 485347;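 active = potentiation over 3 SD above the plate norm, cut at about 30% in these data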; also: 0% is about no effect
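Potentiation of an EC20 dopamine calcium response is measured in a force-coupled, tetracycline-inducible Hek293 Trex D2 line. Compound-only kinetic reads over 180 s flag agonists before dopamine addition.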
D1 PAM = enhances dopamine response at the human D1 receptor; HEK293 TREx D1 cells, calcium flux, dopamine EC20 potentiation; potentiation, % at 10 µM; actives 0.036% (n = 360,000); in the data active = potentiation above about 30%; also: 0% is about no effect
RXFP1 agonist = agonists of human relaxin receptor RXFP1. Q9HBX9. HEK293T-RXFP1 cAMP TR-FRET, 30 min; response scale: percent of porcine relaxin response, buffer zero. Potency, µM (titrated, usually from 57.5 µM), for inactives: top-dose activation, usual class: activators. actives 0.3% (n = 370,000); also: potency is read from the fitted curve at half-maximal effect; % is scaled to controls: 0 for no effect and ±100 for the full control effect; nearly all actives have a fitted effect of over 60% in size; many of its hits are not listed in these tables
Target sequence (Q9HBX9 whole entry, looked up): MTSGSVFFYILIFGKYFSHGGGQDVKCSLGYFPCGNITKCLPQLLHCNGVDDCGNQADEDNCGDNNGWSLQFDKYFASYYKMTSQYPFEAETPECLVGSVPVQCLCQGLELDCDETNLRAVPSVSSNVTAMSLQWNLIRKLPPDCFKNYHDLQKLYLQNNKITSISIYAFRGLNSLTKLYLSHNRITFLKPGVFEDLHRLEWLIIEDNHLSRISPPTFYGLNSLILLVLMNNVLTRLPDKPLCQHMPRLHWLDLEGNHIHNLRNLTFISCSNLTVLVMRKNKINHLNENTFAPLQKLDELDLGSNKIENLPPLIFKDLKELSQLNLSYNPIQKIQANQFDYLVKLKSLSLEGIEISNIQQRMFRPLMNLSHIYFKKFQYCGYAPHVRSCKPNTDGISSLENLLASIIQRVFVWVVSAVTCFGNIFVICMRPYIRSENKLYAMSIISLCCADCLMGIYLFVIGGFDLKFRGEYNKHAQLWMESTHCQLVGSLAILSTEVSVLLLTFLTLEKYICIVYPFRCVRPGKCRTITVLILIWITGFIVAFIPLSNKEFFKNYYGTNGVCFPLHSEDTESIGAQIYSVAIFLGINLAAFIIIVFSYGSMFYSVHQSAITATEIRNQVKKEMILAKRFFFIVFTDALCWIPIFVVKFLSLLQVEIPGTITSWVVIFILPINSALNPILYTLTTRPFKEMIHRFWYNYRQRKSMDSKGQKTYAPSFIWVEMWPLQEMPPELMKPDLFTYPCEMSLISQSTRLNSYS
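HEK293 cells stably expressing RXFP1, treated 30 min at 37C with compounds plus PDE4 inhibitor Ro 20174; cAMP measured by HTRF TR-FRET. Normalized to buffer and 29 nM porcine relaxin; EC50 by Hill fit.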
Vif-APOBEC3G blk = blocks the Vif interaction with human APOBEC3G; Potency, µM (top dose mostly 46.1 µM), for inactives: at the top dose activity, negative = active, usual class: inhibitors; actives 0.076% (n = 410,000); HeLa A3G-eYFP + Vif (tagged APOBEC3G with the HIV-1 protein that degrades it), YFP fluorescence, overnight; Q9HC16;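 also: potency is read from the fitted curve at half-maximal effect; % is scaled to controls: 0 for no effect and ±100 for the full control effect; nearly all actives have a fitted effect of over 60% in size; hits raise eYFP signal because A3G escapes Vif-driven loss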
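HeLa cells stably expressing Vif and C-terminally eYFP-tagged A3G, seeded overnight at 37 deg C, then exposed to compound by pintool overnight at 37 deg C. Rise in yellow fluorescence (Ex 488/Em 500-530, Acumen) marks blocked Vif-driven A3G degradation.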
RXFP1 antag = antagonists of human relaxin receptor RXFP1. Q9HBX9. HEK293-RXFP1, relaxin-stimulated cAMP HTRF, 30 min; stronger effect = lower value. activity change, negative = inhibition, % at 57.5 µM. actives 0.59% (n = 350,000). AID 1259400;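 active = activity change of -60% or lower, but not beyond a set lower limit; inconclusive = change between -60% and -40%, or beyond the set limit; inactive = change above -40%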; also: % is scaled to controls: 0 for no effect and ±100 for the full control effect
D1 antag = blocks dopamine activation of the human D1 receptor | P21728 | HEK293 TREx D1 cells, calcium flux, dopamine EC80; stronger effect = lower value | activity change, negative = inhibition, % at 10 µM | actives 3.2% (n = 360,000); in the data active = activity change below about -30%; also: % is scaled to controls: 0 for no effect and ±100 for the full control effect
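Cells carrying a force-coupled, tetracycline-inducible human D1 receptor report calcium flux. Each well gets a 10 s baseline, compound with 180 s monitoring, then an EC80 dopamine stimulus with a second 180 s kinetic read.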
* hit, by the source's call; ? = inconclusive; . = not tested or not shown. Unless noted, calls follow the shape of the dose curve; as a rule, active = well fitted curve in the direction sought with a large enough effect; inconclusive = small, poorly fitted or top-dose-only effect, or another doubt; inactive = no such curve, though single readings can be large; an effect the other way counts as inactive or inconclusive.

SMILES	D1 ag	Glioma ERSR ind	Vif-APOBEC3F blk	D2 potentiator	D1 PAM	RXFP1 agonist	Vif-APOBEC3G blk	RXFP1 antag	D1 antag
O=C(Cn1c2ccccc2c2nc3n(c(=O)c21)CCS3)Nc1ccccc1	0	-7%	-3%	3	3	7.5%	0%	-20	-5
Cc1ccccc1OCC(O)Cn1c(SC(C)C)nc2c1c(=O)[nH]c(=O)n2C (configuration not stated)	2	-4%	-2%	3	0	1.6%	4%	2	4
COCc1nnc(NC(C)=O)s1	1	-3%	14%	-9	-4	0.5%	1%	9	3
O=C(Nc1ccc2nc(-c3ccc4nc[nH]c4c3)[nH]c2c1)c1cccs1	5	-4%	-11%	0	-7	1.9%	-5%	1	-7
COc1cccc(CN2CCN(C(=O)c3oc4c(F)cccc4c3C)CC2=O)c1	-3	1%	-3%	17	8	0.3%	0%	1	15
COCCCn1c(SCC(=O)NC2CCCCC2)nnc1-c1ccncc1	1	-3%	-6%	-4	-1	0.5%	0%	23	-15
CCCCN(Cc1nc2ccccc2c(=O)[nH]1)C(=O)COc1ccc(F)cc1Cl	-1	-3%	-6%	1	-15	0.8%	0%	1	-42*
CC(C)CC(c1nnnn1Cc1ccccc1)N1CCN(C(=O)c2ccco2)CC1 (configuration not stated)	3	-4%	3%	.	-6	-0.2%	-3%	-2	16
CN(C)/N=C/c1ccc(Sc2ccc([N+](=O)[O-])cc2[N+](=O)[O-])o1	1	-4%	4%	8	5	5.2%	1%	8	-19
COc1ccc(C2CC(c3ccc(Cl)cc3)Nc3nc(NC(=O)c4ccco4)nn32)cc1 (configuration not stated)	2	-3%	-1%	1	-2	-0.4%	-11%	-16	14
CCOC(=O)CC(NC(C)=O)c1ccc([N+](=O)[O-])cc1 (configuration not stated)	4	-5%	-8%	7	0	-0.3%	3%	1	21
Cc1sc2nc(CSC(C)C(=O)Nc3ccc(Cl)cn3)[nH]c(=O)c2c1C (configuration not stated)	3	-5%	-8%	-5	-1	0.9%	-9%	3	19
CCOC(=O)C(C(=O)N(C)Cc1ccccc1)C1CCCCC1 (configuration not stated)	3	-2%	-25%	-6	2	-1.2%	1%	6	-2
Cc1[nH]n(-c2nc(-c3ccccc3F)cc(=O)[nH]2)c(=O)c1CCO	2	-3%	3%	5	-1	0.9%	1%	21	7
O=C(CCSCc1cccc(F)c1)NCc1ccccc1	-5	-1%	1%	7	6	0.5%	1%	-10	-1
O=C(NNC(=O)C1CC1c1ccccc1)Nc1ccccc1 (configuration not stated)	2	-1%	-9%	3	-7	-1.4%	0%	10	6
CCOC(=O)CCC(NC(=O)c1ccc(Nc2nc3ccccc3nc2C(=O)OCC)cc1)C(=O)OCC (configuration not stated)	.	-3%	14%	.	.	.	0%	-6	.
COc1ccccc1N(C(=O)c1snc(C(N)=O)c1N)C(C(=O)NC1CCCC1)c1ccc(N(C)C)cc1 (configuration not stated)	-1	1%	9%	7	-4	?	1%	4	1
O=C(CN1CCOCC1)NNC(=O)c1ccc([N+](=O)[O-])cc1	2	-5%	-10%	5	2	1.4%	1%	10	7
O=C(Nc1ccc(F)cc1F)NC1CCN(Cc2c(F)cccc2Cl)CC1	7	1%	4%	-21	1	1.6%	0%	-8	-14
CCOC(=O)CSc1nnc(CNC(=O)c2cccc(C)c2)n1C	-2	-4%	-4%	4	-10	2.1%	2%	2	17
COc1cc(-c2cc3nc4ccccc4n3c(N)c2C#N)cc(OC)c1OC	0	-5%	13%	3	-5	0.0%	-8%	39	-12
CC(CN1CCCCC1)OC(=O)c1ccc(Cl)cc1Cl (configuration not stated)	-1	1%	0%	-30	1	-0.5%	2%	-8	6
CC(=O)Nc1ccc(OC(=O)C(CCS(C)(=O)=O)N2C(=O)c3ccccc3C2=O)cc1 (configuration not stated)	0	-4%	-3%	2	-2	2.7%	-2%	4	2
Cc1onc(-c2c(F)cccc2Cl)c1C(=O)N1CCN(c2ncccn2)CC1	0	-2%	-3%	-10	-2	0.1%	2%	-1	5
CCO[C@@H]1OC(C(=O)NCc2ccccc2)=C[C@H](c2ccc(Br)cc2)[C@H]1CCCO	4	-4%	-1%	5	0	-1.6%	1%	.	12
O=C(Cc1ccccc1)NCc1n[nH]c(=S)n1-c1ccccc1	3	-2%	-10%	-1	-10	0.8%	-3%	2	-2
NC(=O)CCC(=O)N1CCCC(C(=O)c2ccc(C(F)(F)F)cc2)C1 (configuration not stated)	3	-3%	-1%	1	-1	0.3%	-1%	1	1
CCNc1nc(NCC)nc(Oc2ccc(OCc3ccccc3)nn2)n1	5	.	.	4	-2	-1.2%	.	.	3
O=C(COc1ccc(S(=O)(=O)N2CCCC2)cc1[N+](=O)[O-])N1CCCCC1	.	-9%	1%	.	.	.	-2%	0	.

Part of the list above, with values under each structure.
Results follow in this order: D1 ag | Glioma ERSR ind | Vif-APOBEC3F blk | D2 potentiator | D1 PAM | RXFP1 agonist | Vif-APOBEC3G blk | RXFP1 antag | D1 antag
- O=C(NNC(=O)C1CC1c1ccccc1)Nc1ccccc1 (configuration not stated)
→ 2 | -1% | -9% | 3 | -7 | -1.4% | 0% | 10 | 6
- CCOC(=O)CCC(NC(=O)c1ccc(Nc2nc3ccccc3nc2C(=O)OCC)cc1)C(=O)OCC (configuration not stated)
→ . | -3% | 14% | . | . | . | 0% | -6 | .
- COc1ccccc1N(C(=O)c1snc(C(N)=O)c1N)C(C(=O)NC1CCCC1)c1ccc(N(C)C)cc1 (configuration not stated)
→ -1 | 1% | 9% | 7 | -4 | ? | 1% | 4 | 1
- O=C(CN1CCOCC1)NNC(=O)c1ccc([N+](=O)[O-])cc1
→ 2 | -5% | -10% | 5 | 2 | 1.4% | 1% | 10 | 7
- O=C(Nc1ccc(F)cc1F)NC1CCN(Cc2c(F)cccc2Cl)CC1
→ 7 | 1% | 4% | -21 | 1 | 1.6% | 0% | -8 | -14
- CCOC(=O)CSc1nnc(CNC(=O)c2cccc(C)c2)n1C
→ -2 | -4% | -4% | 4 | -10 | 2.1% | 2% | 2 | 17
- COc1cc(-c2cc3nc4ccccc4n3c(N)c2C#N)cc(OC)c1OC
→ 0 | -5% | 13% | 3 | -5 | 0.0% | -8% | 39 | -12
- CC(CN1CCCCC1)OC(=O)c1ccc(Cl)cc1Cl (configuration not stated)
→ -1 | 1% | 0% | -30 | 1 | -0.5% | 2% | -8 | 6
- CC(=O)Nc1ccc(OC(=O)C(CCS(C)(=O)=O)N2C(=O)c3ccccc3C2=O)cc1 (configuration not stated)
→ 0 | -4% | -3% | 2 | -2 | 2.7% | -2% | 4 | 2
- Cc1onc(-c2c(F)cccc2Cl)c1C(=O)N1CCN(c2ncccn2)CC1
→ 0 | -2% | -3% | -10 | -2 | 0.1% | 2% | -1 | 5
- CCO[C@@H]1OC(C(=O)NCc2ccccc2)=C[C@H](c2ccc(Br)cc2)[C@H]1CCCO
→ 4 | -4% | -1% | 5 | 0 | -1.6% | 1% | . | 12
- O=C(Cc1ccccc1)NCc1n[nH]c(=S)n1-c1ccccc1
→ 3 | -2% | -10% | -1 | -10 | 0.8% | -3% | 2 | -2
- NC(=O)CCC(=O)N1CCCC(C(=O)c2ccc(C(F)(F)F)cc2)C1 (configuration not stated)
→ 3 | -3% | -1% | 1 | -1 | 0.3% | -1% | 1 | 1
- CCNc1nc(NCC)nc(Oc2ccc(OCc3ccccc3)nn2)n1
→ 5 | . | . | 4 | -2 | -1.2% | . | . | 3

(further entries)
SMILES	D1 ag	Glioma ERSR ind	Vif-APOBEC3F blk	D2 potentiator	D1 PAM	RXFP1 agonist	Vif-APOBEC3G blk	RXFP1 antag	D1 antag
COC(=O)c1sccc1NC(=O)Nc1ccc(C)cc1	1	13%	1%	4	-4	-2.0%	-14%	-2	-13
COc1ccc(-n2nc(C(=O)Nc3ccc4c(c3)OCO4)c3ccccc3c2=O)c(OC)c1	3	3%	-2%	-1	8	0.5%	-2%	-7	12
CCC(CNC(=O)c1c(C)nn(-c2ccccc2)c1Cl)c1ccccc1 (configuration not stated)	7	-1%	3%	-12	-2	2.6%	0%	?	-5
CCOc1ccccc1N(CC(=O)NCc1ccccc1)C(=O)CCC(=O)Nc1cc(C)ccn1	2	-3%	16%	.	0	-0.4%	-1%	0	3
O=C(N/N=C/c1cc2c(cc1Cl)OCO2)c1cccc(Br)c1	1	0%	-5%	-25	1	0.1%	2%	1	-5
O=C1CC(SCc2nc3ccccc3[nH]2)C(=O)N1c1ccc(F)cc1 (configuration not stated)	2	-2%	1%	-11	-3	1.1%	0%	-1	11
O=C(O)c1cccc(S(=O)(=O)NCC2CCCO2)c1 (configuration not stated)	0	-5%	1%	0	6	3.4%	2%	-3	-3
Cc1cccc(OCc2cc(-c3ccccc3)no2)c1C	6	6%	2%	2	6	0.6%	-7%	6	-5
O=C1SC(SCc2ccccc2Cl)=N/C1=C\c1ccc(C(=O)O)cc1	3	0%	0%	14	1	-0.3%	1%	4	10
CCC(NC(=O)CSc1nnnn1C1CC1)c1ccc(Br)cc1 (configuration not stated)	19	-4%	2%	-16	.	1.8%	-13%	3	22

Some of the compounds tested; the hit share may differ from the screen's.
